# BLM helicase inh: blocks DNA unwinding by human BLM helicase | recombinant BLM DNA unwinding, fluorescence dequenching | 350,000 tested, 0.2% active | P54132 | Potency, µM (top dose mostly 56.1 µM), for the others: at the highest dose activity change, negative = inhibition, hits mostly inhibitors;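 note: potency is the fitted concentration of half-maximal effect; plate controls were vehicle for no effect and no enzyme for full effect; nearly all actives have a fitted effect of over 35% in size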
# RXFP1 antagonist: RXFP1 (human) relaxin receptor antagonism | Q9HBX9 | HEK293-RXFP1, relaxin-stimulated cAMP HTRF, 30 min; active compounds read low | activity change, negative = inhibition, % at 57.5 µM | 350,000 tested, 0.59% active | AID 1259400;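 active = activity change of -60% or lower, but not beyond a set lower limit; inconclusive = change between -60% and -40%, or beyond the set limit; inactive = change above -40%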; note: % is set by controls: 0 for no effect and ±100 for the full control effect
# Anesthetic bind: binds horse apoferritin like a general anesthetic | 350,000 tested, 0.074% active | apoferritin/1-aminoanthracene competitive binding, fluorescence | Potency, µM (top dose mostly 77.5 µM), for inactives: at the top dose activity change, negative = displacement, most hits filed as inhibitors; note: potency is the fitted concentration of half-maximal effect; % is set by controls: 0 for no effect and ±100 for the full control effect; nearly all actives have a fitted effect of over 20% in size
# Target sequence (P02791 2-175 limits assumed): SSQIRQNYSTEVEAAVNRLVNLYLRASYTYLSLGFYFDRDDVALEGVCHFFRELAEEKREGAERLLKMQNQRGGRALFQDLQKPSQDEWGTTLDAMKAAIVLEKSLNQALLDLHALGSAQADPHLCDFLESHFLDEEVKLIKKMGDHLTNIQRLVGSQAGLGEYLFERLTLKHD
#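 Horse-spleen apoferritin (10 uM) in 50% saturated 1-aminoanthracene in PBS was incubated 10 min at room temperature with compound. Fluorescence (ex 380, em 535 nm) was normalized to free and bound 1-AMA, with concentration-response fitted by a four-parameter Hill equation.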
# POLK inh: inhibitors of human DNA polymerase kappa; AID 588579; purified Pol kappa, fluorescent DNA synthesis assay, 10 min; 400,000 tested, 0.53% active; Potency, µM (titrated, usually from 107 µM), without a hit: top-dose activity, negative = inhibition, most hits filed as inhibitors; Q9UBT6; note: potency is the fitted concentration of half-maximal effect; % is set by controls: 0 for no effect and ±100 for the full control effect
#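 10 nM Pol kappa preincubated 15 min at room temperature with compounds, then reaction started with substrate at 50 nM final. Fluorescence read kinetically at 0 and 10 min; buffer-only wells served as negative control.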
# Pol eta inh: blocks human DNA polymerase eta activity. Potency, µM (highest dose often 114 µM), inactives show at the highest dose activity change, negative = inhibition, usual class: inhibitors. recombinant Pol eta, fluorescent DNA replication assay. 390,000 tested, 1.2% active. Q9Y253; note: potency is the fitted concentration of half-maximal effect; % is set by controls: 0 for no effect and ±100 for the full control effect
#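 Fluorescent replication assay: 50 nM final substrate added after a 15 min room-temperature compound preincubation with 10 nM enzyme. Signal taken at 0 min and again at 10 min.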
# Pol beta inh: blocks human DNA polymerase beta activity | Potency, µM (top dose mostly 114 µM), inactives show at the highest dose activity change, negative = inhibition, usual class: inhibitors | Pol beta primer extension/strand displacement, fluorescence kinetic | 340,000 tested, 1.3% active | AID 485314 | P06746; note: potency is the fitted concentration of half-maximal effect; % is set by controls: 0 for no effect and ±100 for the full control effect
#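 Kinetic readout of DNA synthesis with strand displacement by Pol beta. Compound and 10 nM enzyme sit 15 min at room temperature; 50 nM substrate starts the reaction, read immediately and at 10 min.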
# Tb PGK inh: T. brucei PGK inhibition. PGK/GAPDH coupled, Kinase-Glo luminescence, 60 min. Potency, µM (titrated, usually from 57.5 µM), inactives show top-dose activity change, negative = inhibition, actives largely listed as inhibitors. 380,000 tested, 0.043% active. AID 602233; note: potency is the fitted concentration of half-maximal effect; % is set by controls: 0 for no effect and ±100 for the full control effect; nearly all actives have a fitted effect of over 60% in size
# Target sequence (P07378 whole entry, looked up): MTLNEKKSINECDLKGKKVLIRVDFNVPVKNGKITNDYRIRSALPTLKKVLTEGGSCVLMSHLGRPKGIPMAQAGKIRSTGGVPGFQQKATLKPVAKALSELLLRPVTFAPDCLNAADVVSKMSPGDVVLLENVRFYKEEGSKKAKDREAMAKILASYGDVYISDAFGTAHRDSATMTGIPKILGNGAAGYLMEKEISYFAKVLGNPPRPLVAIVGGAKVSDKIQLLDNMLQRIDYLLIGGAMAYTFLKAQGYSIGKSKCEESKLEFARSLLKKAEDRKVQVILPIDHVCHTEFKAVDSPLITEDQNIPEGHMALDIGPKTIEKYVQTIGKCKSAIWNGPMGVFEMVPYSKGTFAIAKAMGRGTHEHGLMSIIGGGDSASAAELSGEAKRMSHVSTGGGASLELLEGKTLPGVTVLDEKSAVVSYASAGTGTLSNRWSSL
#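 Recombinant glycosomal PGK reaction used 1,3-bisphosphoglycerate generated in-well by GAPDH (100nM final) in 100mM TEA pH 7.6, 5mM MgCl2, 0.01% Tween-20. After 60 minutes at room temperature, ATP was read by Kinase-Glo Plus luminescence end-point.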
# Pol iota inh: inhibitors of human DNA polymerase iota; Pol iota fluorescent replication assay, 10 min; Q9UNA4; Potency, µM (highest dose often 115 µM), inactives show top-dose activity, negative = inhibition, hits mostly inhibitors; 390,000 tested, 1% active; note: potency is the fitted concentration of half-maximal effect
#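 Pol iota at 10 nM preincubated 15 min with compounds at room temperature; reaction started with fluorescent substrate, 50 nM final. Fluorescence read kinetically at 0 and 10 min; buffer-only wells as negative control.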
# APEX1 inh: inhibitors of human APE1 endonuclease; P27695; recombinant APE1, TAMRA/BHQ-2 abasic DNA cleavage fluorescence; Potency, µM (highest dose often 65.8 µM), for inactives: at the top dose activity change, negative = inhibition, most hits filed as inhibitors; 350,000 tested, 0.35% active;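 note: potency is the fitted concentration of half-maximal effect; plate controls were vehicle for no effect and reference inhibitor for full effect; nearly all actives have a fitted effect of over 55% in size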
# Target sequence (P27695 whole entry, looked up): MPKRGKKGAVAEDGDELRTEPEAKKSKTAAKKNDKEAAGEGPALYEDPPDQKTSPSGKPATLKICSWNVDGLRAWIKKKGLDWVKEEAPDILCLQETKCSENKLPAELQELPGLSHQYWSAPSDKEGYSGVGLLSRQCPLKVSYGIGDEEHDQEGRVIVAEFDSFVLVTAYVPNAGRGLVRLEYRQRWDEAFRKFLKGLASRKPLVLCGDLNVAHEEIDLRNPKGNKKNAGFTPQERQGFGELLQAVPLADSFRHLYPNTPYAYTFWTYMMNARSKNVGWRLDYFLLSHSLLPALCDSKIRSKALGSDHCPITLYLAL
#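 0.75 nM APE1 + cpd, 15 min RT; start w/ 50 nM TAMRA/BHQ-2 THF-abasic dsDNA; kinetic fluor 525/598 nm ×3 reads @60 s; Δ(read3−read1); normalized to DMSO and NSC13755 control wells.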
# Starred values were filed as active, the others as inactive; i = inactive; ? = inconclusive; nt = no result given; [ ] = another dose, or the depositor's remark. Unless noted, calls come from the whole dose curve; as a rule, active = well fitted curve in the direction sought with a large enough effect; inconclusive = small, poorly fitted or top-dose-only effect, or another doubt; inactive = no such curve, though single readings can be large; an effect the other way counts as inactive or inconclusive.
SMILES	Anesthetic bind	Pol beta inh	RXFP1 antagonist	Pol eta inh	POLK inh	Pol iota inh	APEX1 inh	Tb PGK inh	BLM helicase inh
O=C(CC1N=C2c3ccccc3N=C(SCC(=O)Nc3ccc(F)cc3)N2C1=O)NCc1ccc2c(c1)OCO2 (stereo not given)	-22.3%	-2.7%	-11.8	8.0%	-1.4%[60.1 µM]	3.4%	nt	10.3%	-6.9%
N/C(=N\OC(=O)CCC1CCCCC1)c1cccc([N+](=O)[O-])c1	?	23.3%	-14.3	-19.2%	-4.6%	13.5%	-5.5%	-7.5%	-4.2%
COc1ccc(CNC(=O)Nc2cccs2)cc1OC	-15.6%	14.1%	13.1	-8.7%	-19.7%	6.2%	2.5%	-1.6%	-1.9%
COCn1c(-c2ccc(OC)cc2)nc2ccccc21	-18.1%	12.6%	5.1	-6.9%	-10.9%	15.1%	-4.6%	8.9%	-3.9%
CN(C#N)c1nc(Cl)nc(Nc2cccc(Cl)c2)n1	3.5%	-18.2%	nt	-21.0%	-0.8%	9.3%	1.2%	1.2%	1.4%
COc1ccc(C(=O)Nc2ccc(C3=NNC(=O)CC3C)cc2NC(=O)c2ccc(OC)cc2)cc1 (stereo not given)	-10.6%	10.2%	-2.3	-25.4%	-8.8%	59.1%[activator]	-6.4%	6.2%	-7.8%
Cc1c(Br)c([N+](=O)[O-])nn1CC(=O)NC1CCCCCC1	0.5%	-0.3%	-0.6	-13.6%	5.6%	58.3%[activator]	48.6%	-9.5%	-4.7%
O=C(Nc1cccc2c1CCCC2)c1ccccc1Br	-0.7%	6.8%	6.2	-9.6%	-10.6%	169.7%[activator]	55.5%[activator]	-9.0%	-2.9%
COc1ccc(-n2cnc(N)c2C(=O)c2cccc([N+](=O)[O-])c2)cc1	-6.6%	28.1%	-3.4	7.6%	2.9%[60.1 µM]	20.9%	12.0%	i	5.1%
O=C(NN1CCOCC1)c1cc(-c2ccccc2)nc2ccccc12	-10.0%	17.2%	27.3	-2.0%	-6.3%	0.5%	-4.8%	nt	-0.9%
COc1cccc(CNc2ncnc3cc(OC)c(OC)cc23)c1	-1.2%	-20.0%	-7.8	1.8%	1.6%	17.0%	-0.7%	i	-5.1%
CC1(C)COC(/C=C/c2ccc([N+](=O)[O-])cc2)=N1	6.7%	21.4%	-9.6	-5.1%	-5.2%	13.0%	2.1%	-0.2%	1.4%
CN1CCN(NC(=O)c2ccc(Cl)c(S(=O)(=O)Nc3ccc(Cl)cc3)c2)CC1	-8.0%	0.1%	-4.0	3.4%	1.4%	-12.5%	7.9%	-2.4%	-5.0%
COc1ccc(-c2cc(C(=O)N3CCN(c4ccccc4OC)CC3)c3cc(C(C)C)ccc3n2)cc1	6.9%	1.2%	-11.5	-10.1%	-8.4%[60.1 µM]	17.5%	nt	8.0%	-10.6%
COc1ccc(NC(=O)CN(Cc2ccco2)Cc2ccco2)cc1S(=O)(=O)N1CCCCC1	nt	nt	2.7	-9.9%	4.2%	-1.0%	-14.4%	-2.2%	nt
COCCCNCC(O)COc1ccccc1F (stereo not given)	2.2%	6.9%	-11.5	-17.0%	-0.4%	158.0%[activator]	5.1%	3.3%	-7.6%
Fc1ccc(C(NCCc2ccccc2)c2nnc(-c3ccccc3Cl)o2)cc1 (stereo not given)	-0.5%	?	-6.9	-25.8%	-26.7%	6.4%	nt	0.0%	-6.7%
CN(C)c1ccc(/C=N/NC(=O)c2ccco2)cc1	5.8%	-4.3%	-16.8	-25.3%	-18.1%	31.8%[activator]	12.1%	-19.4%	-0.4%
COc1ccc(S(=O)(=O)Nc2ccc3c(c2)OCCO3)cc1OC	-8.3%	-4.2%	15.0	-9.3%	-13.9%	17.1%	18.7%	2.9%	-1.2%
Cc1cccc2[nH]c3c(N4CCN(C(=O)c5ccco5)CC4)ncnc3c12	?	-10.9%	-7.7	-7.5%	-5.1%	18.6%	-10.5%	-7.1%	-2.2%
Cc1ccc(-n2nnc(-c3nsc(NC(=O)c4ccc(C)c(C)c4)n3)c2C)cc1	-11.1%	9.6%	nt	-8.6%	-8.7%	5.1%	nt	3.7%	1.4%
NNC(=O)Nc1cccc(C(F)(F)F)c1	?	7.7%	-12.2	-18.9%	6.3%	7.6%	-0.5%	i	-8.9%
O=C(Cn1c(=O)n(CC(=O)NCc2ccccc2)c2ccccc21)NCc1ccccc1	-5.1%	?	-3.5	?	-5.5%	-9.1%	0.3%	-10.9%	-12.5%
COc1ccc(S(=O)(=O)N2CCC(C(=O)NCc3ccncc3)CC2)cc1C	4.4%	14.2%	6.2	-0.7%	-2.5%	0.0%	22.9%	-0.3%	-8.8%
Cc1cccc(C)c1NC(=O)NC1(C(=O)NCc2ccncc2)CCCCC1	-2.6%	-2.5%	-6.6	7.1%	-2.6%	35.3%[activator]	35.6%	-6.5%	2.3%
CCOc1cc(C2C(C(C)=O)=C(C)Nc3ncnn32)ccc1O (stereo not given)	-0.3%	10.1%	-0.5	-6.8%	6.0%	16.7%	16.2%	-5.9%	-2.1%
CC(=O)Nc1ccc(-c2cn3cc(C)ccc3n2)cc1	-5.3%	13.3%	nt	-15.2%	-8.5%	3.1%	-6.6%	-6.6%	1.2%
Cc1cccc(C)c1NC(=O)c1sc(-n2nc(C)c(Cc3ccccc3)c2C)nc1C	3.3%	-20.7%	-11.9	-11.7%	-7.4%	20.9%	nt	-7.7%	-2.7%
CC(C)S(=O)(=O)c1oc(-c2ccc(F)cc2)nc1S(=O)(=O)c1ccccc1	-16.8%	-0.6%	-105.7*	-16.3%	4.1%	-14.7%	nt	-8.1%	-3.9%
Cc1c(C(=O)OCC(=O)Nc2ccc(N3CCOCC3)cc2)oc2ccccc12	nt	nt	-2.5	3.8%	-7.1%	16.5%	5.1%	i	nt
COCCn1c(CN2CCN(c3ccccc3)CC2)nc2c1c(=O)n(C)c(=O)n2C	nt	nt	-20.0	-3.3%	6.9%	?	nt	5.4%	nt
O=C(N/N=C/c1ccncc1)c1ccc(NC(=O)c2cccc(Cl)c2)cc1	-2.7%	8.91µM*	-1.2	?	?	?	3.7%	-9.7%	-8.0%
O=C(CCC1N=C2c3ccccc3N=C(SCC(=O)Nc3cccc(Cl)c3)N2C1=O)NCc1ccco1 (stereo not given)	-4.3%	29.0%	-13.1	?	-10.1%	?	nt	16.9%	-2.8%
Cc1nc2ccc(NC(=O)CCS(=O)(=O)c3ccccc3)cc2s1	20.7%	2.3%	18.9	2.4%	3.7%	-11.4%	?	-3.7%	0.6%
O=C(/C=C/c1ccco1)Nc1nnc(-c2ccco2)s1	-0.4%	20.1%	7.3	8.2%	-25.3%	?	-0.9%	-2.5%	-4.6%
CCC(C)(C)NC(=O)C(c1ccncc1)N(Cc1ccc(C)cc1)C(=O)c1csnn1 (stereo not given)	1.8%	12.5%	4.9	8.4%	-9.8%	20.4%	15.6%	-8.1%	3.6%
CCC(C)NC(=O)c1c2c(nc3ccccc13)C(=O)N(C1CCCCC1)C2 (stereo not given)	-11.6%	-0.7%	-4.6	-13.9%	0.0%	11.7%	nt	-4.4%	-1.0%
Cc1nnc2c(Oc3ccccc3)nc3ccccc3n12	-10.4%	19.0%	-8.0	-2.6%	-13.3%	1.4%	-7.9%	-3.6%	-0.7%
O=C(N/N=C/c1ccc[nH]1)c1ccc(COc2cccc3cccnc23)cc1	-1.4%	1.0%	-12.0	-22.1%	2.9%	72.7%[activator]	5.5%	-3.5%	-5.3%
O=C(CCn1c(=O)c2ccccc2n(CC(=O)NC2CCCC2)c1=O)NCc1ccco1	-6.5%	32.5%	6.5	-9.0%	-2.2%	14.2%	-2.7%	1.3%	0.0%

# Part of the list above in a different format:
# Each structure is followed by: Anesthetic bind, Pol beta inh, RXFP1 antagonist, Pol eta inh, POLK inh, Pol iota inh, APEX1 inh, Tb PGK inh, BLM helicase inh
O=C(N/N=C/c1ccc[nH]1)c1ccc(COc2cccc3cccnc23)cc1
 : -1.4%, 1.0%, -12.0, -22.1%, 2.9%, 72.7%[activator], 5.5%, -3.5%, -5.3%
O=C(CCn1c(=O)c2ccccc2n(CC(=O)NC2CCCC2)c1=O)NCc1ccco1
 : -6.5%, 32.5%, 6.5, -9.0%, -2.2%, 14.2%, -2.7%, 1.3%, 0.0%

# The list goes on.
SMILES	Anesthetic bind	Pol beta inh	RXFP1 antagonist	Pol eta inh	POLK inh	Pol iota inh	APEX1 inh	Tb PGK inh	BLM helicase inh
O[C@@](CCN1CCCCC1)(c1ccccc1)[C@@H]1C[C@H]2C=C[C@@H]1C2	-6.1%[29.3 µM]	nt	nt	nt	-5.1%[12 µM]	nt	-1.2%[21 µM]	nt	2.2%[21.4 µM]
Cc1nc2ccccc2c(=O)[nH]1	1.1%	2.7%	-13.9	-3.9%	-3.7%	-2.6%	0.2%	-6.5%	-2.1%
N#Cc1c(NC(=O)CSc2nnc(-c3ccco3)n2-c2ccccc2)sc2c1CCC2	?	25.1µM*	-5.5	?	?	?	?	2.3%	-15.9%
COc1ccc(C(=O)C(OC(=O)CNC(=O)c2ccco2)c2ccccc2)cc1 (stereo not given)	?	-1.3%	1.6	-8.7%	-15.9%	28.7%	-7.5%	-0.9%	-0.1%
CCN(C(=O)COC(=O)CSc1cc(C)c2ccccc2n1)c1ccccc1	nt	nt	-2.8	-19.6%	-11.6%	13.8%	-7.0%	-7.6%	nt
COc1cccc(NC(=O)c2cc(CN3C(=O)c4ccccc4C3=O)ccc2OC)c1	-11.7%	23.1%	nt	-4.7%	-2.0%	14.7%	-9.6%	-6.3%	-7.4%
C/C(=N\NC(=S)NCc1ccccc1)c1ccc(Cl)s1	3.7%	2.7%	-2.6	-24.5%	-4.0%	108.5%[activator]	-6.5%	i	-9.0%
Clc1ccccc1-c1nc2ccccc2c2nncn12	-11.4%	1.1%	-7.7	2.7%	-3.4%	-3.6%	-5.5%	-2.3%	3.0%

# Screening results as filed in PubChem.

# Not all compounds are listed, so the mix of outcomes need not match the whole.
